Bioassay records deposited in PubChem by several laboratories.
Autophagy mod: autophagy modulation, high-content screen | MEF GFP-LC3 puncta imaging; test concentration mostly 10 µM | calls only at 10 µM (by protocol) | hit rate 0.98% among 190,000 | AID 463193;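 active means percentage of spot-positive cells more than 3 SD above its plate mean, without a fluorescence outlier flag or 80% toxicity; inconclusive means no clear call, values can overlap the other calls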;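 further: spot-positive cell cutoff set from DMSO-treated cells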
WT yeast gro inh: growth inhibition of WT yeast, mitochondrial fusion screen; inhibition, % at 10 µM; mitochondrial fusion phenotypic screen, WT strain; hit rate 2.1% among 190,000; in the data active means inhibition above about 58%; tested in S. cerevisiae
b-catenin transl: alters nuclear translocation of beta-catenin in HeLa cells; immunofluorescence imaging; nuclear translocation activity, % at 5 µM; hit rate 0.3% among 190,000;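 active means nuclear translocation activity above 50% at 5 µM, with a well cell count of 50 or more; inconclusive means wells under 50 cells across six images, flagged as toxic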;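 further: per-cell ratio of nuclear to cytoplasmic median beta-catenin stain intensity; plate controls were DMSO negative control for no effect and GSK-3 inhibitor IX positive control for full effect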
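assay system = human HeLa cells, endogenous beta-catenin | times = compound treatment 24 h, 37°C, 5% CO2 | detection = Anti-beta-catenin immunofluorescence on PFA-fixed, Triton-permeabilized cells, DAPI nuclei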
Yfh1-depleted yeast: enhancers of respiration in Yfh1-depleted yeast, dose response, Friedreich's ataxia, plus single-dose screen (AID 1465); S. cerevisiae Yfh1-off respiration, WST-1 reduction, 72 h; higher fold induction means a stronger effect; one-dose fold induction at 50 µM; EC50 in µM for titrated hits; hit rate 0.074% among 220,000;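 active means fold induction of absorbance versus untreated yeast above a set limit, then at least 30% activation at any dose in follow-up; inconclusive means repeats straddling the limit, or above it without dose testing; inactive means fold induction below the set limit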;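 further: activators that raise dye reduction in frataxin-depleted yeast; strong numbers were not always called active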
MT stabilizer: microtubule stabilizers in HeLa cells | % tubulin-high responders, % at 10 µM | hit rate 0.83% among 200,000 | HeLa tubulin immunostaining HCS, 24 h; share of cells brighter than vehicle mean+2SD;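 active means plate Z-score above 3 for both tubulin-high and condensed-nucleus cell shares, with cell loss under 80%, at 10 µM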;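 further: anti alpha tubulin signal scored within the nucleus-defined area of each cell; some results filed as inactive read as strong as hits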
AID2073: inhibitors of Mint1-CaV2.2 protein interaction, biochemical, HTRF (AID 2073); HTRF protein-protein interaction, Mint1-CaV2.2; higher % means a stronger effect; inhibition, % at 20 µM, or IC50 in µM where a hit was titrated; hit rate 0.19% among 290,000; in the data active means inhibition mostly above about 51%, no sharp cut-off; inconclusive means no clear call, values can overlap the other calls; inactive means mostly below about 53%; further: some results filed as inactive read as strong as hits
Ins promoter up: MIN6 insulin promoter up-regulation; hit rate 0.3% among 190,000; AID 1625; z-score at 5 µM; MIN6 insulin promoter-GFP reporter, high-content imaging; stronger effect = higher value;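 active means z-score above 3 at 5 µM with at least 500 cells counted in the well; inconclusive means wells under 500 cells, flagged as cytotoxic or low count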
HIV peptide binding: inhibitors of HIV fusion peptide binding, primary screen, biochemical, uHTS, fluorescence dequenching (AID 1986). inhibition, % at 20 µM; hits with a dose series show IC50 in µM. hit rate 0.3% among 290,000. cell-free peptide binding, fluorescence dequenching, 30 min; higher % means a stronger effect; in the data active means inhibition mostly above about 52%, no sharp cut-off; inactive means mostly below about 76%; further: some results filed as inactive read as strong as hits
Dynein cargo inh: dynein cargo transport inhibition; 3617.4 mouse cells, GR-EGFP nuclear translocation imaging; test concentration mostly 20 µM; stimulated with dexamethasone, 1 µM; stronger effect = lower value; z-score, hits read low; hit rate 0.47% among 220,000; AID 1381;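 active means plate z-score of nuclear minus cytoplasmic receptor signal below a set negative limit, without overly bright fluorescence or cell loss, cut at about -3.5 in these data, passing the limit was not always enough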;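 further: z-score of nuclear minus cytoplasmic ring GR-EGFP intensity difference per well; some compounds called inactive have numbers as strong as hits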
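Buffer or medium – tet-free medium with charcoal-stripped serum · Signal – automated 10x imaging of fixed Hoechst-stained cells · Also added – dexamethasone agonist, 1.0 µM final, for 30 min · Incubation – induction 48 h, compound 1 h, agonist 30 min · Read-out – GR-EGFP nuclear translocation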
WT yeast gro inh mutant strain: second read-out of WT yeast gro inh, no call of its own (marks repeat the call); inhibition, %; mitochondrial fusion phenotypic screen, mutant strain inhibition
Dynein cargo inh cytoplasmic EGFP: further read-out of Dynein cargo inh, marked with its call; z-score; measured here: cytoplasmic GR-EGFP intensity; stronger effect = higher value
Dynein cargo inh nuclear GR-EGFP: also measured in Dynein cargo inh; calls as there; z-score; measured here: nuclear GR-EGFP intensity;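 lower value marks the stronger effect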
Dynein cargo inh cell count: also measured in Dynein cargo inh; calls as there; z-score; measured here: cell count per field
Ins promoter up cell count: recorded beside Ins promoter up, whose call it bears; cell count; measured here: cytotoxicity, nuclei count;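 total cells summed across four imaged fields per well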
b-catenin transl cell count 5 µM: recorded beside b-catenin transl, whose call it bears; cell count; measured here: cell count, cytotoxicity flag
MT stabilizer Hoechst-high %: second read-out of MT stabilizer, no call of its own (marks repeat the call); % Hoechst-high responders; measured here: nuclear condensation Hoechst responders;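 share of cells brighter than vehicle mean plus two SD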
MT stabilizer cytotoxicity %: also measured in MT stabilizer; calls as there; toxicity, %; measured here: cytotoxicity by cell density;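 0% = mean cell density of plate MIN control wells and 100% = no cells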
Autophagy mod cell loss 18 h: recorded beside Autophagy mod, whose call it bears; toxicity, %; measured here: cell loss, nuclei count;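 cell loss after 18 h compound exposure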
The depositor's hits bear a star.

Results for Cc1ccc2cc(CN(Cc3cccs3)C(=O)c3ccco3)c3nnnn3c2c1C ?
Autophagy mod: inactive; WT yeast gro inh: 58*; b-catenin transl: 0.6; Yfh1-depleted yeast: inactive; MT stabilizer: 4.1; AID2073: 8%; Ins promoter up: 0.07; HIV peptide binding: 0.8%; Dynein cargo inh: 2.8; WT yeast gro inh mutant strain: 44*; Dynein cargo inh cytoplasmic EGFP: -0.067; Dynein cargo inh nuclear GR-EGFP: 1.4; Dynein cargo inh cell count: -2.2; Ins promoter up cell count: 1399; b-catenin transl cell count 5 µM: 863; MT stabilizer Hoechst-high %: 2.3; MT stabilizer cytotoxicity %: 10; Autophagy mod cell loss 18 h: 0

What do the screens show for `O=C1/C(=C/c2ccc(F)c(F)c2)CSc2sccc21`?
Autophagy mod: inactive; WT yeast gro inh: -4; b-catenin transl: -2.5; Yfh1-depleted yeast: inactive; MT stabilizer: 1.3; AID2073: 18%; HIV peptide binding: -1.8%; Dynein cargo inh: -0.35; WT yeast gro inh mutant strain: 1; Dynein cargo inh cytoplasmic EGFP: 0.21; Dynein cargo inh nuclear GR-EGFP: 0.14; Dynein cargo inh cell count: -0.016; b-catenin transl cell count 5 µM: 1203; MT stabilizer Hoechst-high %: 1.7; MT stabilizer cytotoxicity %: 7.1; Autophagy mod cell loss 18 h: 4

What do the screens show for `O=C(Nc1cccc2nsnc12)c1ccc(-c2cccc(Cl)c2)o1`?
Autophagy mod: inactive; WT yeast gro inh: -12; b-catenin transl: -0.7; Yfh1-depleted yeast: inactive; MT stabilizer: 3.1; AID2073: 14%; Ins promoter up: 0.92; HIV peptide binding: 32%; Dynein cargo inh: 1.2; WT yeast gro inh mutant strain: -23; Dynein cargo inh cytoplasmic EGFP: 0.044; Dynein cargo inh nuclear GR-EGFP: 0.34; Dynein cargo inh cell count: -0.35; Ins promoter up cell count: 1598; b-catenin transl cell count 5 µM: 1298; MT stabilizer Hoechst-high %: 1.6; MT stabilizer cytotoxicity %: 2.4; Autophagy mod cell loss 18 h: -1

What do the screens show for `CCOc1ccc(CN(C)C(C)C(=O)Nc2ccc([N+](=O)[O-])cc2Cl)cc1OC` (stereo not drawn)?
Autophagy mod: inactive; WT yeast gro inh: 26; b-catenin transl: 1.3; Yfh1-depleted yeast: inactive; MT stabilizer: 4.0; AID2073: -1%; Ins promoter up: 0.15; HIV peptide binding: -0.7%; Dynein cargo inh: 0.87; WT yeast gro inh mutant strain: 17; Dynein cargo inh cytoplasmic EGFP: -0.25; Dynein cargo inh nuclear GR-EGFP: 0.56; Dynein cargo inh cell count: 0.071; Ins promoter up cell count: 1482; b-catenin transl cell count 5 µM: 1103; MT stabilizer Hoechst-high %: 1.9; MT stabilizer cytotoxicity %: 1.8; Autophagy mod cell loss 18 h: 14

Results for O=C(COC(=O)Cc1cccs1)Nc1ccccc1 ?
Autophagy mod: inactive; WT yeast gro inh: -4; b-catenin transl: -0.5; Yfh1-depleted yeast: inactive; MT stabilizer: 1.2; AID2073: -4%; Ins promoter up: -0.85; HIV peptide binding: 1.8%; Dynein cargo inh: -0.47; WT yeast gro inh mutant strain: 2; Dynein cargo inh cytoplasmic EGFP: -0.24; Dynein cargo inh nuclear GR-EGFP: -0.19; Dynein cargo inh cell count: 0.82; Ins promoter up cell count: 1231; b-catenin transl cell count 5 µM: 1223; MT stabilizer Hoechst-high %: 1.6; MT stabilizer cytotoxicity %: 6.2; Autophagy mod cell loss 18 h: -3

How did CCCCCOc1ccc(N2C(=O)CC(N(O)c3ccccc3)C2=O)cc1 (stereo not drawn) do in these assays?
Autophagy mod: inactive; WT yeast gro inh: -15; Yfh1-depleted yeast: inactive; MT stabilizer: 5.4; AID2073: -2%; HIV peptide binding: -1.6%; Dynein cargo inh: -1; WT yeast gro inh mutant strain: -9; Dynein cargo inh cytoplasmic EGFP: -0.32; Dynein cargo inh nuclear GR-EGFP: -0.58; Dynein cargo inh cell count: 1.1; MT stabilizer Hoechst-high %: 1.8; MT stabilizer cytotoxicity %: 3.3; Autophagy mod cell loss 18 h: 2

How did CN(CCC1CCCCO1)C(=O)CCc1nnc(CCCCc2ccccc2)o1 (stereo not drawn) do in these assays?
Autophagy mod: inactive; WT yeast gro inh: 4; b-catenin transl: 0.1; Yfh1-depleted yeast: inactive; MT stabilizer: 2.2; AID2073: -8%; Ins promoter up: -0.15; HIV peptide binding: 0.8%; Dynein cargo inh: -1.1; WT yeast gro inh mutant strain: -7; Dynein cargo inh cytoplasmic EGFP: -0.13; Dynein cargo inh nuclear GR-EGFP: -0.59; Dynein cargo inh cell count: -0.4; Ins promoter up cell count: 1141; b-catenin transl cell count 5 µM: 1498; MT stabilizer Hoechst-high %: 2.5; MT stabilizer cytotoxicity %: 4.3; Autophagy mod cell loss 18 h: -19

What do the screens show for `O=C(Cc1ccc([N+](=O)[O-])cc1)NCc1ccccc1Cl`?
Autophagy mod: inactive; WT yeast gro inh: -8; b-catenin transl: -0.6; Yfh1-depleted yeast: inactive; MT stabilizer: 1.8; AID2073: 6%; Ins promoter up: 0.54; HIV peptide binding: -0.2%; Dynein cargo inh: 1.7; WT yeast gro inh mutant strain: 10; Dynein cargo inh cytoplasmic EGFP: -0.19; Dynein cargo inh nuclear GR-EGFP: 0.78; Dynein cargo inh cell count: -0.85; Ins promoter up cell count: 1315; b-catenin transl cell count 5 µM: 998; MT stabilizer Hoechst-high %: 2.1; MT stabilizer cytotoxicity %: 11; Autophagy mod cell loss 18 h: 3

What do the screens show for `O=C(NCCN1CCN(c2ccccc2)CC1)c1cccn2c(=O)c3ccccc3nc12`?
Autophagy mod: inactive; WT yeast gro inh: 5; b-catenin transl: -1.1; Yfh1-depleted yeast: inactive; MT stabilizer: 4.0; AID2073: 34%; Ins promoter up: -0.75; HIV peptide binding: 0.1%; Dynein cargo inh: 0.7; WT yeast gro inh mutant strain: 3; Dynein cargo inh cytoplasmic EGFP: -0.2; Dynein cargo inh nuclear GR-EGFP: 0.65; Dynein cargo inh cell count: -0.17; Ins promoter up cell count: 1420; b-catenin transl cell count 5 µM: 1163; MT stabilizer Hoechst-high %: 2.0; MT stabilizer cytotoxicity %: 9.8; Autophagy mod cell loss 18 h: -7

Results for CCO[C@H]1OC(C(=O)Nc2ccccc2)=C[C@@H](C2CC2)[C@@H]1CCCO ?
Autophagy mod: inactive; WT yeast gro inh: -15; b-catenin transl: 1.0; Yfh1-depleted yeast: inactive; MT stabilizer: 1.2; AID2073: -2%; Ins promoter up: -0.45; HIV peptide binding: -0.6%; Dynein cargo inh: 1; WT yeast gro inh mutant strain: -2; Dynein cargo inh cytoplasmic EGFP: -0.3; Dynein cargo inh nuclear GR-EGFP: 1.1; Dynein cargo inh cell count: -1; Ins promoter up cell count: 1357; b-catenin transl cell count 5 µM: 1011; MT stabilizer Hoechst-high %: 1.4; MT stabilizer cytotoxicity %: 3.7; Autophagy mod cell loss 18 h: 34

Results for Cn1c(CN2CCCCC2)c(C#N)c2ccccc21 ?
Autophagy mod: inactive; WT yeast gro inh: 14; b-catenin transl: -1.4; Yfh1-depleted yeast: inactive; MT stabilizer: 1.2; AID2073: 6%; HIV peptide binding: 0.8%; Dynein cargo inh: -0.089; WT yeast gro inh mutant strain: 3; Dynein cargo inh cytoplasmic EGFP: -0.2; Dynein cargo inh nuclear GR-EGFP: -0.02; Dynein cargo inh cell count: 0.56; b-catenin transl cell count 5 µM: 947; MT stabilizer Hoechst-high %: 1.6; MT stabilizer cytotoxicity %: 7.1; Autophagy mod cell loss 18 h: -15

How did COC(=O)COc1cc(OCC(=O)OC)c2c(C)c(Cl)c(=O)oc2c1 do in these assays?
Autophagy mod: inactive; WT yeast gro inh: -9; b-catenin transl: 1.5; Yfh1-depleted yeast: inactive; MT stabilizer: 4.7; AID2073: inconclusive; Ins promoter up: 0.48; HIV peptide binding: 0.9%; Dynein cargo inh: -0.043; WT yeast gro inh mutant strain: -16; Dynein cargo inh cytoplasmic EGFP: -0.28; Dynein cargo inh nuclear GR-EGFP: -0.45; Dynein cargo inh cell count: -0.18; Ins promoter up cell count: 1100; b-catenin transl cell count 5 µM: 447; MT stabilizer Hoechst-high %: 3.4; MT stabilizer cytotoxicity %: 6.8; Autophagy mod cell loss 18 h: -10

What do the screens show for `O=C(c1nc2ccccc2s1)N1CCN(c2ccccn2)CC1`?
Autophagy mod: inactive; WT yeast gro inh: 12; b-catenin transl: -0.8; Yfh1-depleted yeast: inactive; MT stabilizer: 1.8; AID2073: 7%; Ins promoter up: -0.87; HIV peptide binding: -1.6%; Dynein cargo inh: -0.91; WT yeast gro inh mutant strain: 20; Dynein cargo inh cytoplasmic EGFP: -0.23; Dynein cargo inh nuclear GR-EGFP: -0.18; Dynein cargo inh cell count: 1.9; Ins promoter up cell count: 1229; b-catenin transl cell count 5 µM: 1051; MT stabilizer Hoechst-high %: 1.7; MT stabilizer cytotoxicity %: 16; Autophagy mod cell loss 18 h: -5

How did CC(C)(C)C1CCC(=NNC(=O)C(=O)NC2CCCCC2)CC1 (stereo not drawn) do in these assays?
Autophagy mod: inactive; WT yeast gro inh: -9; b-catenin transl: -1.1; Yfh1-depleted yeast: inactive; MT stabilizer: 2.4; AID2073: 2%; Ins promoter up: 1.6; HIV peptide binding: -3.0%; Dynein cargo inh: 0.33; WT yeast gro inh mutant strain: 6; Dynein cargo inh cytoplasmic EGFP: -0.23; Dynein cargo inh nuclear GR-EGFP: 0.26; Dynein cargo inh cell count: 0.24; Ins promoter up cell count: 1405; b-catenin transl cell count 5 µM: 1104; MT stabilizer Hoechst-high %: 1.5; MT stabilizer cytotoxicity %: 11; Autophagy mod cell loss 18 h: 1
